Bioassay records: PubChem BioAssay, several laboratories
p-CIP stab down: p/CIP protein destabilization; Q05BA5; F442A p/CIP-EGFP cells, EGFP fluorescence, 16 h; decrease of EGFP signal, % at 10 µM; hit rate 0.01% among 290,000;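 active = EGFP signal decrease of at least 30% at 10 µM or well 3 SD below plate mean, unless failing retest; inactive = the rest, including hits failing retest or dose response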; note: some compounds called inactive have numbers as strong as hits; many of its hits are not listed in these tables
PHOSPHO1 inh: inhibitors of human PHOSPHO1 phosphatase; inhibition, % at 13.3 µM; recombinant PHOSPHO1, absorbance phosphatase assay; AID 1565; Q8TCT1; hit rate 1.1% among 290,000; in the data active = inhibition above about 60%
Target sequence (Q8TCT1 whole entry, looked up): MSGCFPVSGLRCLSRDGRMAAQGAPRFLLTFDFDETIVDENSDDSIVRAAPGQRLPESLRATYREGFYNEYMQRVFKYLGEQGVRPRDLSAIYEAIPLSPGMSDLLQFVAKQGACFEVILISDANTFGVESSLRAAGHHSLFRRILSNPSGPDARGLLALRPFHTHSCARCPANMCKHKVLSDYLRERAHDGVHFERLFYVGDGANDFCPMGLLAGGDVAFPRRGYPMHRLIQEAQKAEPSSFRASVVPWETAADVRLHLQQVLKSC
IMP-1 inhibitor: inhibitors of Pseudomonas aeruginosa IMP-1 metallo-beta-lactamase | purified IMP-1, nitrocefin hydrolysis, epi-absorbance fluorescence | inhibition, % at 5.6 µM | hit rate 0.45% among 290,000 | AID 1556;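 active = inhibition above the mean plus 3 SD of all compounds in the same screening run, cut at about 4.5% in these data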;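 note: 0% = IMP-1 with DMSO and 100% = DMSO wells lacking enzyme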
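assay system = purified recombinant IMP-1 metallo-beta-lactamase enzyme | schedule = 15 min preincubation plus 25 min reaction at 25 °C | signal = Epi-absorbance fluorescence, 480 nm excitation, 530 nm emission | read-out basis = percent inhibition from optical density relative to buffer-blank wells | controls = IMP-1 with DMSO as 0%, enzyme-free DMSO as 100%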
SUMO HTRF inh: inhibitors of human SUMOylation (UBC9) | P63279 | HTRF SUMOylation assay, SAE1/SAE2 + UBC9, in vitro | inhibition, % at 35 µM | hit rate 0.36% among 290,000; in the data active = inhibition above about 50%, passing the limit was not always enough; note: strong numbers were not always called active
Target sequence (P63279 whole entry, looked up): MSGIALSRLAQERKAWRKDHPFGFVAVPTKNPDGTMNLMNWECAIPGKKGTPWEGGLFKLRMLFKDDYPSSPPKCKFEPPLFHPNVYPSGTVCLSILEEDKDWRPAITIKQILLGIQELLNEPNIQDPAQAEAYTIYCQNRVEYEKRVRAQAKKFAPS
FID counter: fluorescent intercalator displacement, NS3 helicase counter-screen. DNA fluorescent intercalator displacement, fluorescence. inhibition, % at 7.9 µM. hit rate 0.17% among 290,000. AID 1845; in the data active = inhibition above about 37%;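 note: 0% = vehicle and 100% = reference compound; higher means more ethidium bromide displaced from hairpin DNA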
MEKK3 PB1 HTS: raises or lowers MEK5 binding to the human MEKK3 PB1 domain | binding response (% of control), % at 10 µM | bead-based flow cytometry, Alexa488-MEK5 binding to MEKK3; actives lie on both sides; 0 = blocked by unlabeled MEK5, 100 = vehicle | Q99759 | hit rate 1.4% among 290,000;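 active = binding response more than 3 SD above or below the average of its plate-row segment, actives on both sides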;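 note: Alexa488 bead fluorescence after subtracting the streptavidin-only scavenger bead signal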
Target sequence (Q99759 whole entry, looked up, the tested form may be a part): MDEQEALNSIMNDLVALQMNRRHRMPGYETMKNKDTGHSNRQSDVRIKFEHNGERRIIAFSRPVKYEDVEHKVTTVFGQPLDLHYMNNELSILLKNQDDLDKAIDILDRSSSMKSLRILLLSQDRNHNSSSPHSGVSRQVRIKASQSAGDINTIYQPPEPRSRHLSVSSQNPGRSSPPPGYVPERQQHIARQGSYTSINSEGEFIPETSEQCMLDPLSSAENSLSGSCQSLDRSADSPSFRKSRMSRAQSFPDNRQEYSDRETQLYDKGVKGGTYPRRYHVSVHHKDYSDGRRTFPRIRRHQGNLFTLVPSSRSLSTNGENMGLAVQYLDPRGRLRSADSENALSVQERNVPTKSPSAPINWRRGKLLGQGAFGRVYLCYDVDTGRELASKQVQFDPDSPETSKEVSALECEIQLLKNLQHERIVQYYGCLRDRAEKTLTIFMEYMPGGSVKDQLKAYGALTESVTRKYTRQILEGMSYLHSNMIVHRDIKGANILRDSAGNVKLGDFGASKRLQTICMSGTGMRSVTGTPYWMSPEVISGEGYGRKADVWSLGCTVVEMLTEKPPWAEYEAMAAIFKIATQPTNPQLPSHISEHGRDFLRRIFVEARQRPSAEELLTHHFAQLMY
NS3 helicase inh: HCV NS3 helicase inhibition. NS3 helicase DNA unwinding, Cy5 molecular beacon fluorescence. inhibition, % at 10.9 µM. hit rate 0.56% among 290,000;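 active = inhibition above the mean of all tested compounds plus 3 SD, set per campaign, cut at about 35% in these data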;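 note: 0% = DMSO wells and 100% = thioflavine S control wells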
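Control set: DMSO versus 110 µM thioflavine S; Material: NS3 helicase fragment of HCV; Measured by: Cy5 fluorescence at 0 and 60 min, beacon hairpin quenching; Read-out basis: percent inhibition from t60/t0 fluorescence ratio; Times: reaction time 60 min, 25 °C; Repeats: single replicate; Compound dosing: single dose, 10.9 µM nominal final, DMSO 0.8% final.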
VIM-2 inhibitor: inhibitors of Pseudomonas aeruginosa VIM-2 metallo-beta-lactamase; purified VIM-2, nitrocefin hydrolysis, epi-absorbance fluorescence; inhibition, % at 5.6 µM; hit rate 0.89% among 290,000; AID 1527;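 active = inhibition above the mean of all tested compounds plus 3 SD, cutoff set per screening run, cut at about 7.5% in these data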;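 note: red hydrolysis product quenches plate fluorescence so inhibitors raise well fluorescence; 0% = enzyme with DMSO and 100% = DMSO without enzyme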
IDE act: activators of human insulin-degrading enzyme in cells; activation, % at 5.96 µM; HEK cells, FAbeta-B cleavage, fluorescence polarization; 0% vehicle, 100% cell-free pure enzyme wells; hit rate 0.073% among 340,000; P14735;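 active = activation above the mean of all tested compounds plus 3 SD, set per screening campaign, cut at about 17% in these data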
* hit, by the source's call; . = not tested or not shown. Some of the compounds tested; count on the stated rates, not on these rows.

SMILES | p-CIP stab down | PHOSPHO1 inh | IMP-1 inhibitor | SUMO HTRF inh | FID counter | MEKK3 PB1 HTS | NS3 helicase inh | VIM-2 inhibitor | IDE act
Cc1ccc(S(=O)(=O)N2CCC(C(=O)N[C@@H](C)C(=O)NCc3ccco3)CC2)cc1 | -3 | -6 | -1.9 | -5 | 0 | 102 | -1 | -2.5 | 3
COc1cccc(CNC(=O)Cn2ccc3cc(S(=O)(=O)N4CCCC4)ccc32)c1OC | -11 | 2 | -3.3 | -2 | -30 | 97 | -5 | -1.3 | 6
C/C(=N/Nc1ccc(C)cc1)C1(C)N(O)C(C)(C)C(c2ccco2)=[N+]1[O-] (stereo unspecified) | -4 | 23 | -0.4 | 6 | -1 | 88 | 1 | -0.7 | 1
CCC/C=N/Nc1nnc(Cc2ccc(OC)c(OC)c2)c(=O)[nH]1 | -3 | 44 | -2.5 | 6 | -33 | 109 | -11 | -3.6 | 3
c1ccc(CSc2ccc(-c3cccs3)nn2)nc1 | 8 | -16 | -0.5 | -5 | -16 | 105 | -5 | -0.9 | 1
CN(C)S(=O)(=O)c1cccc(NC(=O)c2ccc(N3CCOCC3)c([N+](=O)[O-])c2)c1 | -11 | -2 | 1.4 | -6 | -5 | 86 | 1 | 0.1 | 5
COCCN(Cc1cc2cc3c(cc2nc1Cl)OCO3)C(=O)Nc1ccc(OC)cc1 | 4 | 9 | 0.0 | -11 | -3 | 117 | 3 | -1.5 | -1
O=C(Cn1c(=O)c2cccn2c2ccccc21)NCCc1ccc(Cl)cc1 | -32 | 44 | 13* | -7 | -25 | 98 | 20 | 3.3 | 4
CC(=O)OCCN(CCCn1c(-c2ccncc2)nc2ccccc21)c1nc(CN2CCCCC2)cs1 | 3 | 20 | -2.4 | 22 | -3 | 100 | 12 | 2.2 | 6
Nc1cc(=O)nc(SCC(=O)NC2CCCCC2)n1-c1ccccc1 | 3 | 19 | -2.0 | 16 | -8 | 110 | 1 | -1.2 | 2
CN1CCN(C(=O)C2=C[C@@H](c3csc4ccccc34)C[C@@H](OCc3ccc(CO)cc3)O2)CC1 | -15 | 22 | 4.1 | -22 | -1 | 95 | -19 | -2.8 | 2
Cc1cccc(N2CCN(c3nc4ccc(Cl)cc4n4cnnc34)CC2)c1C | -9 | -31 | -3.2 | 11 | -13 | 111 | 5 | -4.8 | 5
COc1ccc(/C=N/n2cnnc2)cc1Oc1nc(Cl)ncc1F | 3 | 8 | -3.5 | 13 | 10 | 95 | -2 | 2.0 | 3
Cc1cc(OCC(=O)NCC(C)C)cc(C)c1Br | 10 | 5 | -3.4 | -8 | -14 | 106 | 3 | -2.0 | 5
O=C1CC(=O)N(c2cccc(F)c2)N1 | 4 | 24 | -1.3 | 4 | -4 | 83 | 19 | -1.5 | 5
COc1cc(C(CCN2CCCC2)c2c(OC)cc(OC)c3ccc(=O)oc23)cc(OC)c1OC (stereo unspecified) | 5 | 36 | . | 21 | . | 94 | . | . | 3
CCOc1cc(NC(=O)c2ccccc2C)c(OCC)cc1NC(=O)C1=Cc2ccccc2OC1 | -6 | 0 | -1.7 | 3 | 3 | 100 | 3 | 0.7 | -1
COC(=O)C1C2C=CC3(CN(c4cccc(Cl)c4)C(=O)C13)O2 (stereo unspecified) | -28 | -15 | -2.1 | 8 | -2 | 106 | -8 | -0.6 | -2
Oc1ccc(/C=N/Nc2ccc(Cl)nn2)cc1O | -13 | . | -2.0 | 16 | 1 | 91 | -2 | -0.4 | 1
Cc1ccc(S(=O)(=O)NC(=O)NCCCCNC(=O)NS(=O)(=O)c2ccc(C)cc2)cc1 | 6 | -12 | -3.1 | -2 | -7 | 103 | -1 | -5.7 | 0
O=C(CC(C(=O)O)c1ccc(Cl)cc1)c1ccc(Cl)c(Cl)c1 (stereo unspecified) | 0 | 33 | -1.8 | 1 | -20 | 106 | 2 | 0.4 | 1
Fc1ccccc1/C=N/Nc1nc2ccccc2o1 | 10 | 26 | -1.4 | 8 | 1 | 100 | 15 | -3.1 | 8
O=C(c1ccccc1OCc1ccccc1Br)N1CCN(c2ncccn2)CC1 | 0 | 2 | -1.6 | 34 | -31 | 105 | -15 | -1.1 | 5
Cc1cccc(N(CC(=O)NC2CCCCC2)C(=O)c2c(C)noc2C)c1 | 0 | 13 | 0.2 | 17 | -21 | 101 | 2 | -2.9 | -1
Cc1cccc(-c2noc(CCCC(=O)NC3CCCC3)n2)c1 | -9 | 45 | -2.1 | 7 | -28 | 100 | -7 | -0.5 | 3

Looked up by compound from the list above (two):
SMILES | p-CIP stab down | PHOSPHO1 inh | IMP-1 inhibitor | SUMO HTRF inh | FID counter | MEKK3 PB1 HTS | NS3 helicase inh | VIM-2 inhibitor | IDE act
CN(C)S(=O)(=O)c1cccc(NC(=O)c2ccc(N3CCOCC3)c([N+](=O)[O-])c2)c1 | -11 | -2 | 1.4 | -6 | -5 | 86 | 1 | 0.1 | 5
COCCN(Cc1cc2cc3c(cc2nc1Cl)OCO3)C(=O)Nc1ccc(OC)cc1 | 4 | 9 | 0.0 | -11 | -3 | 117 | 3 | -1.5 | -1

(next part)
SMILES | p-CIP stab down | PHOSPHO1 inh | IMP-1 inhibitor | SUMO HTRF inh | FID counter | MEKK3 PB1 HTS | NS3 helicase inh | VIM-2 inhibitor | IDE act
CC1CCN(CCCNC(=O)c2ccc(Cn3c(=S)[nH]c4ccc(Br)cc4c3=O)cc2)CC1 | 8 | -127 | -4.8 | -4 | 24 | 103 | -85 | -4.7 | .
CCc1nn(CCCC(=O)NC(C)c2ccccc2)c(=O)c2cc3occc3n12 (stereo unspecified) | 7 | -9 | -1.2 | 10 | -43 | 99 | 4 | -1.6 | 1
CC(C)(C)c1nnc2sc(SCC(=O)N3CCc4ccccc43)nn2c1=O | 10 | 15 | -4.8 | 4 | 0 | 100 | 11 | -2.6 | 1
CC1(C)CN(C(Cc2ccccc2)C(N)=O)C1=O (stereo unspecified) | 2 | 9 | -0.7 | 18 | -3 | 98 | 5 | -0.5 | -2
CCOC(=O)c1c(-c2ccc(F)cc2)csc1NC(=O)c1c(-c2ccccc2)noc1C | -3 | -2 | 0.4 | -13 | 0 | 99 | 7 | -2.2 | -2
CCOc1cc(/C=C2\CCCc3c2nc2ccccc2c3C(=O)O)ccc1OC | -104 | 19 | 6.9* | 21 | -15 | 99 | 31 | 2.7 | 4
CC1=C(CCN2CCN(C3CCCC3)C(CCO)C2)C(C)(C)CCC1 (stereo unspecified) | 0 | -16 | -3.6 | 12 | 12 | 104 | -4 | -2.9 | 0
CC1CCC(NC(=O)Cn2cc3c(n2)CCCC3)CC1 (stereo unspecified) | -9 | -12 | -4.7 | 26 | -4 | 99 | 5 | 1.2 | 10
CC(NCCc1ccc(S(N)(=O)=O)cc1)C(=O)NCCc1ccc(F)cc1 (stereo unspecified) | 8 | 36 | -1.2 | 2 | 5 | 105 | 3 | -2.3 | -1
Cc1ccccc1CSCC(=O)NCCSc1ccccn1 | 6 | -3 | -0.6 | 16 | -28 | 72 | -2 | 0.1 | 5
Cc1cc2c(ncn2C)c(NS(=O)(=O)c2ccc(F)cc2)c1C | -8 | 16 | -3.0 | -1 | -4 | 105 | 5 | -5.6 | -2
COc1ccc(NC(=O)/C(Cl)=C(/Cl)S(=O)(=O)Cc2ccc(C)cc2)cn1 | -3 | 0 | 0.9 | 0 | -14 | 97 | -5 | -2.4 | -3
Cc1ccc(S(=O)(=O)Oc2ccc(/C=C3/C(=N)N4C(=NC3=O)SN=C4S(C)(=O)=O)cc2)cc1 | 0 | 49 | -1.0 | 13 | 6 | 95 | 34 | 1.9 | 1
O=C(c1ccccc1)c1ccc(OCC(=O)N2CCOCC2)cc1 | 1 | -25 | -3.5 | 0 | -7 | 87 | -17 | 0.8 | -3
CCc1ccc(C2NC(c3ccc(CC)cc3)C([N+](=O)[O-])C(C)(C)C2[N+](=O)[O-])cc1 (stereo unspecified) | -14 | -29 | -1.2 | -9 | -3 | 102 | -1 | -1.7 | 7
C=CCNC(=S)Nc1sc2c(c1C(N)=O)CCCC2 | -4 | -99 | -3.2 | -3 | -6 | 104 | 5 | -3.0 | .
O=C(Nc1ccccc1)N1CCN2C(=O)c3ccccc3C12c1ccccc1 (stereo unspecified) | 8 | 7 | -0.5 | 1 | -29 | 103 | -4 | -1.3 | -1
CCC(C)C(NC(=O)OC(C)(C)C)C(=O)NC(CC(C)C)C(N)=O (stereo unspecified) | -3 | 13 | 0.3 | -7 | -2 | 103 | -2 | -0.5 | -2
CCOC(=O)N1CCC(NC(=O)CN(C)S(=O)(=O)c2cc3c(cc2Cl)NC(=O)CO3)CC1 | 4 | 19 | -2.6 | 6 | -19 | 84 | 1 | -2.8 | 0
O=C(Nc1nc2cc3c(cc2s1)OCO3)C1CCCCC1 | -4 | 8 | 1.4 | 0 | 1 | 104 | -19 | -0.7 | 0
COc1cccc(C(=O)C2CCCN(Cc3cccn3-c3ccccn3)C2)c1 (stereo unspecified) | -13 | 30 | -1.3 | -4 | 8 | 102 | -10 | -1.2 | -3
O=C(NCc1csc(-c2ccccc2)n1)c1cc(F)cc2c1OCOC2 | 0 | 16 | -1.9 | 15 | -28 | 102 | -8 | -1.8 | 7
CCOc1ccc(CCNC(=O)c2cn(C)c3ccc(S(=O)(=O)N4CCOCC4)cc3c2=O)cc1OCC | 3 | 12 | 0.3 | -3 | -22 | 101 | -13 | -2.2 | -1
CCOC(=O)N1CCN(C(=O)c2cc(COc3c(F)cccc3F)on2)CC1 | -10 | 48 | -1.5 | 9 | -38 | 98 | 4 | -1.2 | -3
Cc1ccc(C(c2c(C)[nH][nH]c2=O)c2c(C)[nH][nH]c2=O)cc1[N+](=O)[O-] | 3 | -21 | -2.3 | 0 | -3 | 113 | -1 | -2.9 | 3
SMILES | p-CIP stab down | PHOSPHO1 inh | IMP-1 inhibitor | SUMO HTRF inh | FID counter | MEKK3 PB1 HTS | NS3 helicase inh | VIM-2 inhibitor | IDE act
CCCOC(=O)CN1C(=O)c2ccc(C(=O)OCCC)cc2C1=O | 7 | 21 | -1.2 | 30 | -3 | 101 | -2 | -0.2 | 3
CCN1CCN(C(=O)c2ccc(CS(=O)(=O)Cc3ccccc3F)o2)CC1 | 2 | -11 | -6.2 | -2 | 3 | 99 | 0 | -5.7 | 4
Cn1c(N)c(C(=O)COC(=O)[C@@H]2CCCN2S(=O)(=O)c2ccc(Cl)cc2)c(=O)n(C)c1=O | 0 | -15 | 1.2 | -10 | -25 | 102 | -2 | -1.6 | 1
C=CCOC(=O)C(C#N)c1nc2ccccc2nc1N1CCN(Cc2ccc3c(c2)OCO3)CC1 (stereo unspecified) | -9 | -12 | -2.4 | 0 | -8 | 102 | -22 | -1.8 | 4
O=C(COC(=O)c1ccccc1Br)NC1CCCC1 | -8 | 8 | -1.9 | 11 | -8 | 97 | -5 | -0.7 | 5
Cc1nc(Cl)nc(N(C)c2ccccc2)c1[N+](=O)[O-] | 3 | -1 | -3.5 | 2 | 2 | 89 | 3 | -3.6 | 0
Cc1nnc(NC(=O)c2csc3c2CCCC3)s1 | 11 | -14 | -1.5 | 16 | -3 | 100 | -5 | -2.8 | .
CCOc1ccc(N(CC)S(=O)(=O)c2c(C)[nH]c(=O)[nH]c2=O)cc1 | -4 | 37 | -3.3 | 6 | -7 | 105 | 11 | 0.7 | 4
